High-throughput results: PubChem, NCI
All columns: NCI-60 one-dose screen, growth in % after 48 h at 10 µM unless noted; 100 = growth as untreated, 0 = no growth, -100 = all killed.
OVCAR-8: OVCAR-8 ovarian cancer; 81,000 tested, 4.4% active
OVCAR-5: OVCAR-5 ovarian cancer. 82,000 tested, 2.9% active. AID 1794783
OVCAR-4: OVCAR-4 ovarian cancer cells. 80,000 tested, 3.7% active
ACHN: ACHN renal cancer. 81,000 tested, 4.9% active. AID 1794771
SK-OV-3: SK-OV-3 ovarian cancer cells. AID 1794785. 80,000 tested, 3.2% active
RXF 393: RXF 393 renal cancer cells; 77,000 tested, 6.9% active
A498: A498 renal cancer cells. 76,000 tested, 5.4% active. AID 1794774
IGROV1: IGROV1 ovarian cancer | 79,000 tested, 4.7% active | AID 1794786
OVCAR-3: OVCAR-3 ovarian cancer; 79,000 tested, 7% active; AID 1794787
Starred values were filed as active, the others as inactive; nt = no result given. How the source made its calls: active means growth percent below 10; inactive means the rest. Rows are unselected; about 11% have a hit in one of these screens.

SMILES | OVCAR-8 | OVCAR-5 | OVCAR-4 | ACHN | SK-OV-3 | RXF 393 | A498 | IGROV1 | OVCAR-3
CC1=C2[C@@H](CC1)[C@]1(C)O[C@@](C(C)C)(C[C@H]1O)[C@H]2OC(=O)CCCc1ccccc1 | 53 | 106 | 73 | 63 | 97 | 91 | 94 | 74 | 52
COc1ccc(C2=NN(C(=O)[C@H]3[C@@H](c4ccco4)c4sc(=O)[nH]c4S[C@@H]3C)C(c3ccc4ccccc4c3)C2)cc1 (some centres undefined) | 28 | 43 | 49 | 16 | 85 | 11 | 102 | 46 | 31
O=C1OCC2=C1C(c1cccc([N+](=O)[O-])c1)c1cc3c(cc1N2CCO)CCC3 (centres undefined) | 5.9* | 44 | 40 | 27 | 27 | 28 | -5.0* | 26 | -1.2*
O=Cc1c(O)c2ccccc2[nH]c1=O | 95 | 99 | 106 | 91 | 105 | 114 | 119 | 104 | 134
CCNC(=O)N1CCc2cc(OC)c(OCCc3ccc(OC)nc3)cc2C1c1ccc(C)cc1C (centres undefined) | 16 | 31 | 53 | 25 | 54 | 2.4* | -12* | 17 | nt
O=C(O)C(Nc1ccc2ccccc2c1)C(=O)O | 105 | 107 | 108 | nt | 107 | 109 | 101 | 102 | 102
COc1ccc(C2CCCCC2O)cc1 (centres undefined) | 101 | 83 | 83 | 95 | 109 | 111 | 101 | 106 | 114
Cc1cc(C#Cc2ccc(C(C)(C)C)cc2)ccc1-n1c(/C=C/c2cccc(O)c2)nc2ccccc2c1=O | 73 | 103 | 62 | 60 | 104 | 69 | nt | 82 | 66
COc1ncnc2nc[nH]c12 | 104 | 105 | 96 | 103 | nt | 108 | 105 | 71 | 126
CCOC(=O)Nc1cccc([N+](=O)[O-])c1 | 104 | 80 | 91 | 89 | 101 | 97 | 76 | 103 | 104
Cc1ccc(/C=C/c2c(C(=O)c3ccccc3)c(=O)[nH]c3ccccc23)cc1 | 88 | 81 | 88 | 87 | 83 | 74 | 86 | 99 | 105
CCCCOc1ccc(N2C(=O)C(C)CNC2=S)cc1 (centres undefined) | 106 | 105 | 102 | 110 | 104 | 110 | 94 | 116 | 105
NCCCC(N)(C(=O)O)C(F)F (centres undefined) | nt | 136 | nt | 116 | 121 | 123 | 123 | nt | 105
O=C(NO)/C(CC(=O)c1cccc(O)c1)=N\O | 108 | 98 | 107 | 97 | 148 | 111 | 113 | 106 | 121
COc1ccc(NC(=O)CSc2nc3ccccc3c(=O)n2-c2ccccc2C(F)(F)F)c(OC)c1OC | 98 | 98 | 97 | 99 | 89 | 108 | 75 | 127 | 104
COc1cc2cc(Oc3ccc(NC(=O)Nc4cc(C(F)(F)F)cc(C(F)(F)F)c4)cc3)c(C)nc2cc1OCCN1CCOCC1 | 17 | 47 | 18 | 5.9* | 23 | 26 | 41 | 33 | 9.3*
CN(O)c1nc(N/N=C\c2ccccc2)nc(N2CCOCC2)n1 | 91 | 81 | 77 | 79 | 88 | 82 | 73 | 82 | 19
CCOC(=O)C(C(C)=O)C(=O)OCC | 106 | 94 | 79 | 101 | 104 | 109 | 111 | 101 | 105
CN(CCC(=O)c1ccc(-c2ccccc2)cc1)Cc1ccccc1 | 104 | 103 | 117 | 114 | 108 | 109 | 80 | 101 | 97
O=[N+]([O-])c1ccc(C(Cl)=C(Cl)Cl)cc1 | 108 | 108 | 106 | 104 | 94 | 112 | 109 | 112 | 110

Seven entries out of the list, arranged by formula weight, largest number first:
SMILES | OVCAR-8 | OVCAR-5 | OVCAR-4 | ACHN | SK-OV-3 | RXF 393 | A498 | IGROV1 | OVCAR-3
CCNC(=O)N1CCc2cc(OC)c(OCCc3ccc(OC)nc3)cc2C1c1ccc(C)cc1C (centres undefined) | 16 | 31 | 53 | 25 | 54 | 2.4* | -12* | 17 | nt
O=C1OCC2=C1C(c1cccc([N+](=O)[O-])c1)c1cc3c(cc1N2CCO)CCC3 (centres undefined) | 5.9* | 44 | 40 | 27 | 27 | 28 | -5.0* | 26 | -1.2*
Cc1ccc(/C=C/c2c(C(=O)c3ccccc3)c(=O)[nH]c3ccccc23)cc1 | 88 | 81 | 88 | 87 | 83 | 74 | 86 | 99 | 105
O=[N+]([O-])c1ccc(C(Cl)=C(Cl)Cl)cc1 | 108 | 108 | 106 | 104 | 94 | 112 | 109 | 112 | 110
O=C(NO)/C(CC(=O)c1cccc(O)c1)=N\O | 108 | 98 | 107 | 97 | 148 | 111 | 113 | 106 | 121
CCOC(=O)Nc1cccc([N+](=O)[O-])c1 | 104 | 80 | 91 | 89 | 101 | 97 | 76 | 103 | 104
COc1ncnc2nc[nH]c12 | 104 | 105 | 96 | 103 | nt | 108 | 105 | 71 | 126

Following part
SMILES | OVCAR-8 | OVCAR-5 | OVCAR-4 | ACHN | SK-OV-3 | RXF 393 | A498 | IGROV1 | OVCAR-3
NS(=O)(=O)c1ccc(N2C(=O)c3ccc(C(=O)O)cc3C2=O)cc1 | 98 | 103 | 110 | 100 | 107 | 106 | 98 | 103 | 105
NNC(=O)CCSCCC(=O)NN | 112 | 111 | 98 | 112 | 112 | 111 | 87 | 118 | 109
Cc1cccc(NC(=O)c2sc3nc4c(cc3c2N)CCCC4)c1 | 52 | 65 | 72 | 49 | 44 | 64 | 44 | 55 | nt
COc1cc(-c2nn(-c3ccc(NC(=O)Nc4ccc(Cl)c(Cl)c4)cc3)cc2-c2ccncc2)ccc1Cl | 29 | 73 | 37 | 21 | 63 | 23 | 39 | 37 | 24
O=C1NC(=Nc2ccc(S(=O)(=O)Nc3ncccn3)cc2)S/C1=C\c1coc2ccccc2c1=O | nt | 98 | 107 | 93 | 100 | 105 | 99 | 126 | 121
Brc1ccc2[nH]cc(-c3nn4cc(-c5ccccc5)nc4s3)c2c1 | 92 | 60 | 73 | 66 | 84 | 119 | 83 | 56 | 78
c1ccc(C(CC2=NCCCN2)c2ccccc2)cc1 | 101 | 96 | nt | 104 | 96 | 113 | 111 | 108 | 117
CC(C)C1C2=C(NCCN1C(=O)c1cccnc1)C(C)(C)N(Cc1ccccc1)C2=O (centres undefined) | 111 | 114 | 116 | 111 | 100 | 116 | 115 | 103 | 117
CCCN(CCC)C(=O)[C@H](CC)[C@@H]1CC[C@@H](C)[C@@H]([C@H](C)[C@@H](O)[C@@H](C)C(=O)[C@H](CC)C2O[C@]3(C=C[C@@H](O)[C@]4(CC[C@@](C)([C@H]5CC[C@](O)(CC)[C@H](C)O5)O4)O3)[C@H](C)C[C@@H]2C)O1 (some centres undefined) | 15 | 11 | 7.3* | -2.4* | 4.0* | -6.3* | -20* | 17 | 2.1*
CCOC(=O)/C(C#N)=C1/NNC(=Nc2ccccc2)S1 | 94 | 98 | 96 | 98 | 101 | 94 | nt | 106 | 99
O=[N+]([O-])c1cccc(SSc2cccc([N+](=O)[O-])c2)c1 | 100 | 104 | 105 | 100 | 98 | 123 | 119 | 109 | 127
Cc1ccc(CSc2nc(-c3ccc(Cl)cc3)c(C#N)c(N3CCNCC3)n2)cc1 | 92 | 100 | 89 | 82 | 117 | 68 | 18 | 67 | 83
COc1cc2c(c(OC)c1OC)C(=O)CC(c1cccc(NC(=O)c3cc(NC(=O)[C@@H](N)Cc4ccccc4)ccc3C)c1)O2 (some centres undefined) | 71 | 118 | 76 | 84 | 97 | 86 | 97 | 84 | 92
CCCn1cnc2c(=O)[nH]c(N)nc21 | 98 | 112 | 116 | 110 | 106 | 101 | 105 | 111 | 104
CN1CCO/C1=C(/NC(=O)c1ccccc1)[P+](c1ccccc1)(c1ccccc1)c1ccccc1 | 97 | 95 | 89 | 107 | 88 | 109 | 126 | 70 | 89
CCCCNC(=O)Nc1ccc(S(=O)(=O)Nc2nc(C)cc(C)n2)cc1 | 101 | 104 | 107 | 101 | 106 | 112 | 88 | 108 | 111
Cc1cc(C)c(O)c(C)c1 | 102 | 102 | 97 | 108 | 98 | 105 | 101 | 111 | 104
CC(=O)OC(C)CN(CC(C)OC(C)=O)C(=O)C(C)OC(C)=O (centres undefined) | 101 | 104 | 101 | 104 | 112 | 108 | 90 | 113 | 89
NC(=O)N1N=C(c2ccc(F)cc2)CC1c1cn(-c2ccccc2)nc1-c1ccc(Cl)cc1 (centres undefined) | 87 | 98 | 99 | 102 | 102 | 109 | 108 | 87 | 106
CCCc1nc(C(C)(C)O)c(C(=O)OCc2oc(=O)oc2C)n1Cc1ccc(-c2ccccc2-c2nn[nH]n2)cc1 | 97 | 107 | 87 | 102 | 105 | 110 | 91 | 110 | 102
O=C(c1nc2ccccc2[nH]1)C1C(c2ccco2)C2CSCN2[C@@]12C(=O)Nc1ccccc12 (some centres undefined) | 101 | 97 | 99 | 94 | nt | 104 | nt | 92 | 110
Cc1ccccc1[C@H]1C(C(=O)c2ccc(Cl)cc2)C2(N[C@@H]1c1ccccc1)C(=O)Nc1ccccc12 (some centres undefined) | -68* | -47* | 8.2* | -14* | -3.4* | -66* | -8.8* | 5.9* | -58*
CCCCCCCCCCCCCCCCCN | 104 | 106 | 102 | 97 | 97 | 99 | 104 | 107 | 108
Cc1cc2c(-c3nc4ccccn4c3Nc3cccc4ccccc34)c(O)c(O)cc2c(O)c1-c1c(C)cc2c(-c3nc4ccccn4c3Nc3cccc4ccccc34)c(O)c(O)cc2c1O | 40 | 67 | 56 | 49 | 24 | 40 | 30 | 48 | 68
CCOC(=O)C1=NC(Cc2c[nH]c3ccccc23)C(=O)N(c2ccc(Cl)cc2)N1 (centres undefined) | 99 | 95 | 113 | 97 | 108 | 114 | nt | 92 | 122
CCOC(=O)c1sc(NC(=O)COc2ccc(/C=C3\Cc4ccc(Cl)cc4C3=O)cc2)nc1C | nt | 111 | 112 | 102 | 110 | 116 | 143 | nt | 113
CCOC(=O)Nc1ccc2nc(N3CCCCCC3)sc2c1 | 33 | 66 | 58 | 62 | 5.7* | 14 | 55 | 50 | -21*

Reprinted at random: 4 records from the list
SMILES | OVCAR-8 | OVCAR-5 | OVCAR-4 | ACHN | SK-OV-3 | RXF 393 | A498 | IGROV1 | OVCAR-3
Cc1cc2c(-c3nc4ccccn4c3Nc3cccc4ccccc34)c(O)c(O)cc2c(O)c1-c1c(C)cc2c(-c3nc4ccccn4c3Nc3cccc4ccccc34)c(O)c(O)cc2c1O | 40 | 67 | 56 | 49 | 24 | 40 | 30 | 48 | 68
CCOC(=O)c1sc(NC(=O)COc2ccc(/C=C3\Cc4ccc(Cl)cc4C3=O)cc2)nc1C | nt | 111 | 112 | 102 | 110 | 116 | 143 | nt | 113
O=C(c1nc2ccccc2[nH]1)C1C(c2ccco2)C2CSCN2[C@@]12C(=O)Nc1ccccc12 (some centres undefined) | 101 | 97 | 99 | 94 | nt | 104 | nt | 92 | 110
CCOC(=O)C1=NC(Cc2c[nH]c3ccccc23)C(=O)N(c2ccc(Cl)cc2)N1 (centres undefined) | 99 | 95 | 113 | 97 | 108 | 114 | nt | 92 | 122
